Assay outcomes: PubChem, National Center for Advancing Translational Sciences (NCATS)
POLH inh: qHTS for Inhibitors of Polymerase Eta; DNA polymerase eta (Homo sapiens), Q9Y253; recombinant Pol eta, fluorescent DNA replication assay; Potency, µM (series often up to 114 µM), for the others: at the highest dose activity change, negative = inhibition, usual class: inhibitors; actives 1.2% (n = 390,000); also: % is scaled to controls: 0 for no effect and ±100 for the full control effect
Target sequence (Q9Y253 whole entry, looked up): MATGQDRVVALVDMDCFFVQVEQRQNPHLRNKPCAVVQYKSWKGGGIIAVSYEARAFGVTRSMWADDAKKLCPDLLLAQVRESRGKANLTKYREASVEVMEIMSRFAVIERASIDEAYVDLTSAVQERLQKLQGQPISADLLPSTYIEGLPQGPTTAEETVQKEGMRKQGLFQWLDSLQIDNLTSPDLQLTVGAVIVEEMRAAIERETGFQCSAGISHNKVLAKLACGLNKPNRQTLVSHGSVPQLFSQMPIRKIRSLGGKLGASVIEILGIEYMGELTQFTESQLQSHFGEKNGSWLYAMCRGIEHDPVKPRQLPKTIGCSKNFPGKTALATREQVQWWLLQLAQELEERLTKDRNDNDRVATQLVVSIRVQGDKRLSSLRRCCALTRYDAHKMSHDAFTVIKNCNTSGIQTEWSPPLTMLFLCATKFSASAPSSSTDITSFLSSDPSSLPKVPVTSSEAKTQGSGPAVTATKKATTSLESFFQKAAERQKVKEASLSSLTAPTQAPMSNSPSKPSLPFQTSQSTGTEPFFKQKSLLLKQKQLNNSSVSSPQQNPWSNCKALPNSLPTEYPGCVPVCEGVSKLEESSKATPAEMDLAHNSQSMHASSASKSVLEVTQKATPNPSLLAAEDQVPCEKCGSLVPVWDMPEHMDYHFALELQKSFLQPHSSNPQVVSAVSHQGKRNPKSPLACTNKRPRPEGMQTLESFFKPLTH
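Fluorescent replication assay: 50 nM final substrate added after a 15 min room-temperature compound preincubation with 10 nM enzyme. Signal taken at 0 min and again at 10 min.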
BLM helicase inh: qHTS Assay for Inhibitors of Bloom's syndrome helicase (BLM) | RecQ-like DNA helicase BLM (Homo sapiens), P54132 | recombinant BLM DNA unwinding, fluorescence dequenching | Potency, µM (series often up to 56.1 µM), for inactives: top-dose activity change, negative = inhibition, usual class: inhibitors | actives 0.2% (n = 350,000) | AID 2528, 2010;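 also: plate controls were vehicle for no effect and no enzyme for full effect; nearly all actives have a fitted effect of over 35% in size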
JMJD2A Tudor inh: qHTS Assay for Inhibitors of JMJD2A-Tudor Domain; actives 4.4% (n = 390,000); Potency, µM (highest dose often 114 µM), inactives show at the top dose activity change, negative = inhibition, hits mostly inhibitors; AlphaScreen JMJD2A-Tudor / H3K4me3 peptide binding; AID 504339, 2011; Lysine-specific demethylase 4A (Homo sapiens), O75164; also: % is scaled to controls: 0 for no effect and ±100 for the full control effect; nearly all actives have a fitted effect of over 50% in size
POLI inh: qHTS for Inhibitors of Polymerase Iota; Pol iota fluorescent replication assay, 10 min; Potency, µM (titrated, usually from 115 µM), for the others: at the highest dose activity, negative = inhibition, actives largely listed as inhibitors; actives 1% (n = 390,000); AID 588590, 2011
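Fluorescent replication assay read twice, at 0 min and 10 min after adding 50 nM (final) substrate. Enzyme (10 nM) and compounds were first incubated 15 min at room temperature; enzyme-free buffer wells were negative controls.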
Pol kappa inh: qHTS for Inhibitors of Polymerase Kappa. DNA polymerase kappa (Homo sapiens), Q9UBT6. Potency, µM (top dose mostly 107 µM), inactives show top-dose activity, negative = inhibition, hits mostly inhibitors. actives 0.53% (n = 400,000). purified Pol kappa, fluorescent DNA synthesis assay, 10 min; also: % is scaled to controls: 0 for no effect and ±100 for the full control effect
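50 nM final substrate added after 15 min RT preincubation of 10 nM Pol kappa with compound; fluorescence read at 0 and 10 min.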
BAZ2B inh: qHTS Assay for Inhibitors of BAZ2B; AlphaScreen BAZ2B-H3K14Ac peptide displacement; Potency, µM (titrated, usually from 114 µM), without a hit: at the highest dose activity change, negative = inhibition, usual class: inhibitors; actives 4.4% (n = 360,000); AID 504333, 2011; also: % is scaled to controls: 0 for no effect and ±100 for the full control effect; nearly all actives have a fitted effect of over 60% in size
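AlphaScreen displacement: compounds (up to 110uM) incubated 30 min at room temperature with a preformed 50 nM BAZ2B/50 nM biotinylated H3K14Ac peptide complex in PBS pH 7.4 with Tween-20. Donor and acceptor beads at 10 ug/mL final added, 20 min light-protected before reading.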
G9a inh: qHTS Assay for Inhibitors of Histone Lysine Methyltransferase G9a; Histone-lysine N-methyltransferase EHMT2 (Homo sapiens), Q96KQ7; G9a H3K9 monomethylation, AlphaScreen, 2 h; Potency, µM (titrated, usually from 102 µM), without a hit: top-dose activity, negative = inhibition, usual class: inhibitors; actives 8.8% (n = 350,000); also: % is scaled to controls: 0 for no effect and ±100 for the full control effect; nearly all actives have a fitted effect of over 75% in size
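Signal arises when biotinylated H3K9 peptide, once monomethylated, bridges streptavidin donor and antibody-captured acceptor beads. Enzyme at 20 nM was preincubated 15 min with test compounds; peptide 500 nM and SAM 20 uM then reacted for 2 h.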
Pol beta inh: qHTS Assay for Inhibitors of DNA Polymerase Beta | P06746 | Pol beta primer extension/strand displacement, fluorescence kinetic | Potency, µM (top dose mostly 114 µM), without a hit: at the highest dose activity change, negative = inhibition, actives largely listed as inhibitors | actives 1.3% (n = 340,000); also: % is scaled to controls: 0 for no effect and ±100 for the full control effect
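Human Pol beta at 10 nM; strand-displacement substrate 50 nM final. Compound exposure 15 min at room temperature before start, reaction 10 min at room temperature.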
APE1 inh: qHTS Assay for Inhibitors of the Human Apurinic/apyrimidinic Endonuclease 1 (APE1). DNA repair nuclease/redox regulator APEX1 (Homo sapiens), P27695. recombinant APE1, TAMRA/BHQ-2 abasic DNA cleavage fluorescence. Potency, µM (top dose mostly 65.8 µM), inactives show top-dose activity change, negative = inhibition, usual class: inhibitors. actives 0.35% (n = 350,000). AID 2517, 2012;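 also: plate controls were vehicle for no effect and reference inhibitor for full effect; nearly all actives have a fitted effect of over 55% in size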
Target sequence (P27695 whole entry, looked up): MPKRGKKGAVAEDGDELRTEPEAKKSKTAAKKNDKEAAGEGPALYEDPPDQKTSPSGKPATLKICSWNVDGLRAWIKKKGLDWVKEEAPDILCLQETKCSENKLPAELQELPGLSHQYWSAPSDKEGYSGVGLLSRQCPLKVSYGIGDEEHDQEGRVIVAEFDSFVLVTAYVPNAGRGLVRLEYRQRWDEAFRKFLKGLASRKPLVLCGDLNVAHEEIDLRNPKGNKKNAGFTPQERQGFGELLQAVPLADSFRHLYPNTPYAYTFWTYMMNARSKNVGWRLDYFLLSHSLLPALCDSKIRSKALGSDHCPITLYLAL
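Endonuclease cleavage of a quenched abasic-site DNA duplex (50 nM) by APE1 (0.75 nM) was tracked by TAMRA dequenching. Compounds were preincubated with enzyme 15 min at room temperature; data normalized to buffer-only and DMSO wells plus NSC13755 control.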
* hit, by the source's call; i = inactive; ? = inconclusive; nt = not tested or not shown; & = joins results of further samples; ! = not confirmed by another sample; [ ] = dose if it differs, or a comment. Calls follow the shape of the dose curve; as a rule, active = well fitted curve in the direction sought with a large enough effect; inconclusive = small, poorly fitted or top-dose-only effect, or another doubt; inactive = no such curve, though single readings can be large; an effect the other way counts as inactive or inconclusive. Potency is read from the fitted curve at half-maximal effect. This is a subset; count on the stated rates, not on these rows.

molecule	POLH inh	BLM helicase inh	JMJD2A Tudor inh	POLI inh	Pol kappa inh	BAZ2B inh	G9a inh	Pol beta inh	APE1 inh
O=C1NC(=O)C(C(CC(=O)c2ccccc2)c2ccccc2)C(=O)N1 (stereo unspecified)	-15%	-2%	9%	20%	1%	-20%	2%	16%	3%
ClCCN(CCCl)c1ccc(C2=NCCc3ccccc32)cc1	-27%	nt	-19%	84%[activator]	-10%	nt	nt	nt	nt
C[C@]1(O)CCC2C3CC[C@@H]4CC(=O)CC[C@]4(C)C3CC[C@@]21C (stereo partly specified)	-10%	nt	2%	-12%	-8%	nt	nt	nt	5%
CC(=O)NC1C(OC(=O)Cc2ccccc2)OC(COC(C)=O)C(OC(C)=O)C1OC(C)=O (stereo unspecified)	1%	-6%	-18%	64%[activator]	-6%	-16%	-14%	22%	3%
Cc1cc(/C=C2\C(=O)NC(=O)N(Cc3ccccc3Cl)C2=O)c(C)n1-c1ccc(C(=O)O)cc1	10µM*	-20%	?	8.9µM*	50µM*	50µM*	25µM*	16µM*	11µM*
C/C(=N\N1CCCCCC1)c1c(O)n(C)c(=O)n(C)c1=O	nt	-2%	nt	nt	nt	-7%	17%[12.7 µM]	-3%	-4%
Cc1ccc(-c2cc(-c3ccc(C)cc3)[n+](C)o2)cc1	-5%	5%	-7%	-18%	-4%	-4%	-62%	-3%	-10%
CCN(CC)C(=O)N[C@@H]1C[C@@H]2c3cccc4[nH]cc(c34)C[C@H]2N(C)C1	-8%[57.1 µM]	-6%	nt	6%[58.9 µM]	-4%[19.4 µM]	nt	?	18%[57.1 µM]	-3%
NS(=O)(=O)c1ccc(CCNC(=O)c2ccc(Cl)c(S(=O)(=O)N3CCCCC3)c2)cc1	?	nt	-16%	nt	i	nt	nt	nt	1%
O=[N+]([O-])c1ccc(NCc2ccccc2)c2nonc12	-25%	-8%	-8%	32µM*	-26%	-17%	1%	1%	-3%

Continued.
molecule	POLH inh	BLM helicase inh	JMJD2A Tudor inh	POLI inh	Pol kappa inh	BAZ2B inh	G9a inh	Pol beta inh	APE1 inh
CNS(=O)(=O)c1ccc(N=Cc2c(O)n(-c3ccc(C)cc3)c(=O)[nH]c2=O)cc1	6%	1%	-17%	11%	-8%	-14%	nt	6%	13%
CNC(=O)Oc1ccc2ncccc2c1	-17%	0%	8%	22%	-4%	-2%	45µM*	-9%	-2%
C/C(=N\NC(=O)c1ccccc1)c1c(O)n(Cc2ccccc2)c(=O)[nH]c1=O	-19%	7%	-9%	52%[activator]	3%	-9%	-25%	2%	-6%
CCC(=Nc1cccc(C(F)(F)F)c1)c1c(O)n(C)c(=O)n(C)c1=O	-19%	-4%	7%	48%[activator]	4%	-15%	nt	-2%	10%
CN1C2CCC1CC(OC(c1ccccc1)c1ccc(Cl)cc1)C2 (stereo unspecified)	-1%[57.1 µM]	-12%	nt	1%[58.9 µM]	-8%[19.4 µM]	nt	15%[12.7 µM]	8%[57.1 µM]	10%&5%
CN1C2CCC1CC(OC(=O)CCN1CCCC1)C2 (stereo unspecified)	3%	-8%	-5%	17%	-13%	-29%	-34%[12.7 µM]	29%	?
Nc1nc2ccc(Cl)cc2c2nc(-c3ccco3)nn12	-3%[57.1 µM]	-7%&-4%	nt	8%[58.9 µM]	-23%[60.1 µM]	-4%	2.5µM*!	14%[57.1 µM]	-1%&-4%&-5%&-9%
CCOC(=O)C1CCCN(c2ccc([N+](=O)[O-])c3nonc23)C1 (stereo unspecified)	35µM*	-11%	7%	56µM*	25µM*	?	-3%	14µM*	?
Cc1cccc(NC(=O)N2CCCC2)c1	-3%	-9%	-16%	-13%	-20%	-7%	6%	68%	?
CNC(C)Cc1ccccc1Sc1ccc(O)cc1 (stereo unspecified)	4%	3%	-17%	-3%	-16%	10%[57.1 µM]	?	-1%	8%

More compounds.
molecule	POLH inh	BLM helicase inh	JMJD2A Tudor inh	POLI inh	Pol kappa inh	BAZ2B inh	G9a inh	Pol beta inh	APE1 inh
CN1CCN(c2nc(Cl)ncc2F)CC1	-14%	-6%	-8%	8%	2%	-14%	?	-11%	7%
C=C(C)[C@H]1CN[C@H](C(=O)O)[C@H]1CC(=O)O	-4%[57.1 µM]	2%&-16%&-20%	40µM*	0%[58.9 µM]	?	nt	9%[12.7 µM]	11%[57.1 µM]	0%&-5%&-6%
Cc1oc(-c2ccccc2)nc1CN1C(=O)CN=C(c2ccccc2)c2ccccc21	-26%	-2%	?	5%	0%	?	?	-25%	-2%
CCC(C)N1C(=O)NC(=O)C2(Cc3c(ccc4ccccc34)N(C)C2)C1=O (stereo unspecified)	-8%	-3%	-24%	?	-14%	?	1.8µM*	0%	-5%
O=C1c2cccc3cccc(c23)C(=O)N1CCN1CCN(C(=S)Nc2ccccc2)CC1	?	-7%	-14%	?	-6%	?	6%[59 µM]	2%	-3%
COCCNC(=O)Cn1cc(C(=O)c2ccccc2F)c2ccccc21	-4%	2%	-11%[57.1 µM]	172%[activator]	3%	-10%	?	?	-22%
COc1ccc(/C=C2/C(=O)NC(=S)N(C3CC3)C2=O)cc1CN1C(=O)c2ccccc2C1=O	?	-4%	25µM*	?	-3%	50µM*	3.5µM*	-28%	0%
C(CCc1nn[nH]n1)CCc1nn[nH]n1	-15%	-2%	?	6%	-9%	3%	1%[59 µM]	21%	?
O=Nc1c(O)c2ccccc2c2ccccc12	?	nt	56µM*	?	-2%	nt	nt	nt	nt
O=C(O)c1sccc1Oc1ccc(F)cc1[N+](=O)[O-]	?	3%	-20%	?	-36%	?	35µM*	-14%	-6%

2 successive entries already listed, for reference:
molecule	POLH inh	BLM helicase inh	JMJD2A Tudor inh	POLI inh	Pol kappa inh	BAZ2B inh	G9a inh	Pol beta inh	APE1 inh
O=Nc1c(O)c2ccccc2c2ccccc12	?	nt	56µM*	?	-2%	nt	nt	nt	nt
O=C(O)c1sccc1Oc1ccc(F)cc1[N+](=O)[O-]	?	3%	-20%	?	-36%	?	35µM*	-14%	-6%

Remaining list, next part
molecule	POLH inh	BLM helicase inh	JMJD2A Tudor inh	POLI inh	Pol kappa inh	BAZ2B inh	G9a inh	Pol beta inh	APE1 inh
C=C1C(=O)O[C@@H]2C[C@@H](C)[C@H]3C=CC(=O)[C@]3(O)C[C@@H]12	32µM*	-17%	-6%	?	-26%	-13%	19%[59 µM]	-1%	?
O=C1NC(=S)NC(=O)C12C(c1ccc(F)cc1)NC(=S)NC2c1ccc(F)cc1 (stereo unspecified)	40µM*	-3%	-22%	-17%	0%	-11%	?	9%	-6%
O=C1CCN(C(=O)Cc2ccccc2[N+](=O)[O-])CC1	-8%	0%	-5%	11%	10%	-16%	0%[59 µM]	1%	4%
S=c1[nH]nc(C2CC2)n1Cc1ccco1	-11%	1%	22µM*	-12%	11%	1%	2.5µM*	2%	4%
O=C1NC(=O)N(CCc2ccc(F)cc2)C(=O)/C1=C\C=C\c1ccccc1	-11%	-9%	-29%	3.2µM*	-11%	-24%	?	-1%	5%
CCOP1(=S)Oc2cc3c(cc2C(C(=O)OC)(C(F)(F)F)O1)OCO3 (stereo unspecified)	-2%	-1%	?	-4%	1%	-33%	?	-1%	3%
O=c1c2ccccc2nc(/C=C/c2cccc3ccccc23)n1-c1ccccc1Cl	-21%	-8%	8%	21%	-11%[60.1 µM]	-7%	10%[59 µM]	-2%	nt
COc1ccc2oc(=O)c(C(=O)NCCc3c(C)[nH]c4ccc(F)cc34)cc2c1	-16%	-9%	-24%	?	4%	-34%	-43%[59 µM]	23%	nt
COc1cc(CN2CCN(c3cc(C)ccc3C)CC2)ccc1O	-10%	-1%	?	?	-18%	-38%	-1%[59 µM]	5%	15%
Cn1c(O)c(C=NC2CCCCC2)c(=O)[nH]c1=S	-14%	1%	-5%	30%	8%	-16%	2%	3%	1%

An excerpt from above with just APE1 inh.
smiles	APE1 inh
Cn1c(O)c(C=NC2CCCCC2)c(=O)[nH]c1=S	1%
O=C1NC(=O)N(CCc2ccc(F)cc2)C(=O)/C1=C\C=C\c1ccccc1	5%

Additional results
molecule	POLH inh	BLM helicase inh	JMJD2A Tudor inh	POLI inh	Pol kappa inh	BAZ2B inh	G9a inh	Pol beta inh	APE1 inh
CCCCn1c(O)c(C=NCCCN(C)C)c(=O)[nH]c1=O	-9%	0%	-8%	-2%	2%	2%	-1%[59 µM]	14%	?
Cc1nn(CC(C)C)c(Cl)c1C(=O)NC1CCC(C)CC1 (stereo unspecified)	-16%	nt	-11%	51%[activator]	11%	-3%	10%	nt	-2%
CCOP(=O)(OCC)C(NC(=O)C(C)C)C(Cl)(Cl)Cl (stereo unspecified)	-13%	-3%	-1%	18%	4%	3%	24%[0.501 µM]	2%	-2%
c1csc(CN2CCNCC2)c1	-13%	0%	-15%	144%[activator]	-15%	nt	?	15%	-2%
COc1ccc2cc1Oc1ccc(cc1)C[C@H]1c3cc(c(OC)cc3CCN1C)Oc1c(O)c(OC)cc3c1[C@H](C2)N(C)CC3	-19%	110%[activator]	?	-5%	-10%	-22%	24%[12.7 µM]	-11%	4%
Cc1ccc2c(c1)=C(c1ccccc1)N(O)CC(=O)N=2	4%	-5%	-8%	54%[activator]	-8%	4%	-4%[2.33 µM]	5%	-1%
O=C(C(=O)N1CCOCC1)c1cn(Cc2ccccc2)c2ccccc12	-5%	-4%	-5%	161%[activator]	-6%	-1%	3%	29%	23%
COC(=O)C1=C(c2cccc(C#N)c2)C[C@@H]2CC[C@H]1N2C(=O)NC(C)C	-16%	nt	?	11%	4%	?	4%[0.501 µM]	nt	12%
NC(=O)CSc1nnc([C@@H](N)Cc2c[nH]c3ccccc23)o1	-9%	-2%	-26%	3%	-8%	-29%	-21%[59 µM]	2%	-7%
Cc1ccc(-n2c(/C=C/c3ccccc3)nc3ccccc3c2=O)cc1Cl	5%	-4%	-4%	26%	0%[60.1 µM]	2%	10%[59 µM]	26%	nt
